Polio RdRp inh: poliovirus RdRp elongation inhibitors, primary screen, biochemical, fluorescence polarization, total intensity; poliovirus polymerase elongation; stronger effect = lower value; % elongation, % (compound at 16.7 µg/mL); 0.66% of 150,000 active; AID 588519, 2011; in the data active = % elongation below about 90%; also: some results filed as inactive read as strong as hits
Target sequence (P03300 1749-2209 limits assumed): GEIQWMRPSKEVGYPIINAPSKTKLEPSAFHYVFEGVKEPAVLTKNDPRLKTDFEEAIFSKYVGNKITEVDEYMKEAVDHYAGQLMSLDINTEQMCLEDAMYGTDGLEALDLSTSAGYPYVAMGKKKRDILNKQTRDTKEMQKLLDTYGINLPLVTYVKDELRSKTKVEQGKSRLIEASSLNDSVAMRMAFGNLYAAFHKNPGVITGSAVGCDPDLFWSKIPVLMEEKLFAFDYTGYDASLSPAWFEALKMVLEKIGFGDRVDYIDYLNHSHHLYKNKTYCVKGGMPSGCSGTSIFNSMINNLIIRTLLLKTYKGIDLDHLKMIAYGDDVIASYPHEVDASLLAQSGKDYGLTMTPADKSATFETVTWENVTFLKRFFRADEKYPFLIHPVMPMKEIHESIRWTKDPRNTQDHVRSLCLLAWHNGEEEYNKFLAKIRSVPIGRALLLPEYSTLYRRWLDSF
Polio RdRp inh FP z-score: second read-out of Polio RdRp inh, no call of its own (marks repeat the call); z-score; measured here: FP z-score; hits read low
The depositor's hits bear a star; & = joins results of further samples. This is a subset; count on the stated rates, not on these rows.

SMILES | Polio RdRp inh | Polio RdRp inh FP z-score
COC(=O)Cc1c(C)c2ccc3c(c2oc1=O)CN(Cc1ccccc1Cl)CO3 | 107.0 | 0
O=C(CN1C(=O)c2ccccc2S1(=O)=O)NC1CCCCC1 | 102.0 | 0.1
Cc1cc(C)c(-c2cc(N)n[nH]2)cc1C | 93.0 | -1.1
Cc1cc(C)c2c(N)c(-c3n[nH]c(=S)n3C)sc2n1 | 70.0 | -4.3
CCCc1cc(NC(=O)COC(=O)c2ccc(O)cc2O)n(-c2ccccc2)n1 | 102.0 | -0.1
Cc1cc(Nc2cccc(Cl)c2)nc2ccc(NC(=O)c3ccc(=O)[nH]c3)cc12 | 105.0 | 0.6
COc1cccc(N/C=C/C(=O)c2cccs2)c1 | 104.0 | 2.1
Nc1nc2ccccc2n1CCOc1ccc2ccccc2c1 | 101.0 | -0.1
Cc1cc(F)ccc1NS(=O)(=O)c1c(C)nc2scc(C)n2c1=O | 107.0 | 0.5
CC1Cc2ccccc2N1C(=O)c1ccc2c(c1)nnn2C (stereo not given) | 102.0 | -0.1
CCOc1ccc(NC(=S)Nc2cc(C)[nH]n2)cc1 | 98.0 | -0.8
O=C(CS(=O)(=O)c1cccc2nsnc12)N1CCN(c2ccc(F)cc2)CC1 | 109.0 | 0.4
Cn1cccc1C(=O)O | 99.0 | -0.2
Cc1ccc(NC(=O)c2sc3nc(-c4ccc(F)cc4)ccc3c2N)cc1F | 106.0 | 0.2
COC(=O)c1cc(C=C(C#N)C#N)cn1C | 102.0 | -0.1
NC(=S)c1nc(-c2ccccc2)oc1N | 101.0 | -0.3
O=C(Nc1ccc(F)cc1)c1oc2ccccc2c1NC(=O)C1CCCCC1 | 100.0 | -1.2
COc1ccccc1/C=N/OCC(=O)N(C)c1ccccc1 | 98.0 | -0.4
CC(=O)NC(c1ccccc1)c1ccccc1 | 100.0 | -0.1
CCN(CC)c1c(S(=O)(=O)c2ccccc2)cnc2cc(OC)c(OC)cc12 | 102.0 | -0.2
CCc1ccc(NC(=O)C(C)OC(=O)c2ccc3ccccc3n2)cc1 (stereo not given) | 101.0 | -0.4
O=C(/C=C/c1ccc(F)cc1)NC(Cc1ccccc1)C(=O)O (stereo not given) | 103.0 | 0.4
N=C1c2ccccc2CN1NC(=O)CC12CC3CC(CC(C3)C1)C2 | 102.0 | 0.1
CCCCCCCC/C=C\CCCCCCCC(=O)OC[C@H](CO)OC(C)=O | 101.0&100.0 | 0.1&-0.1
Cn1c(C(C#N)C(=O)c2cc(-c3cccnc3)nc3ccccc23)nc2ccccc21 (stereo not given) | 115.0 | 1.4
Cc1cccc(-c2nc3c4ccccc4nc(NCCc4ccccc4)n3n2)c1 | 107.0 | 0.9
CN(Cc1ccccc1)C(=O)Cn1ncc2c([nH]c3ccccc32)c1=O | 102.0 | 0
CCCNC(=O)c1nnc(Cc2ccc3c(c2)OCO3)o1 | 105.0 | 0.8
CC1CCCC(NS(=O)(=O)CC23CCC(CC2=O)C3(C)C)C1C (stereo not given) | 104.0 | 0.2
Cc1cc(C(=O)Nc2cccc3c2CCCC3)n[nH]1 | 101.0 | -0.9
O=C(Nc1ccc(Cl)c(C(F)(F)F)c1)c1nccnc1CO | 100.0 | 0
COc1cc(CNCCSc2nnnn2C)ccc1OCc1ccccc1 | 101.0 | -1.1
C/C(=N\NC(=O)CCc1ccc(S(=O)(=O)N2CCOCC2)cc1)c1ccc2c(c1)OCCO2 | 103.0 | 0.1
COc1cc2c(cc1OC)CN(C(=O)CCNC(=O)c1ccccc1Cl)CC2 | 106.0 | 0.3
COc1ccc2c(c1)c(CC(=O)NCc1ccco1)c(C)n2C(=O)c1ccc(Cl)cc1 | 97.0 | -2
c1cnc2c(CN3CCOCC3)cccc2c1 | 101.0 | 0.1
COC(=O)c1ccc2nc(C)cc(Nc3cccc(Cl)c3C)c2c1 | 101.0 | -1.2
O=C(CSc1nc2c(oc3ccccc32)c(=O)n1Cc1ccco1)Nc1ccccc1 | 110.0 | 1.8
COc1ccc(NC(=O)C(NC(=O)c2ccccc2)C(C)C)cn1 (stereo not given) | 102.0 | 0.1
Cc1cc(=O)[nH]c(SCC(=O)NC2CCCCC2)n1 | 103.0 | 0.5
CN(CCC#N)S(=O)(=O)c1cc(Br)ccc1Br | 103.0 | 0.2
O=C(NCCCN1CCOCC1)c1cc2ccccc2oc1=O | 102.0 | 0.2
CSc1ncc(C(=O)OCC(=O)N2CC(C)OC(C)C2)n1-c1ccccc1 (stereo not given) | 102.0 | 0
COc1cc2c(cc1OC)C(c1ccccc1)N(C(=O)c1ccco1)CC2 (stereo not given) | 99.0 | -0.3
O=C(NC1CCCCCC1)C1C2C=CC3(CN(Cc4cccnc4)C(=O)C13)O2 (stereo not given) | 101.0 | -0.7
CCCCn1cc(S(=O)(=O)c2ccc(F)cc2)c(=O)c2ccccc21 | 103.0 | -0.2
NC1=Nc2cc(=O)[nH]c3nnc(n23)SC1 | 104.0 | 0.7
Cc1c2cnn(CC(=O)NC(C)C)c(=O)c2c(C)n1Cc1ccccc1Cl | 102.0 | -0.8
COc1ccc(C2OC(c3ccc(S(=O)(=O)N4CCCCC4)cc3)=NN2C(C)=O)cc1 (stereo not given) | 100.0 | -0.2
Cc1ccc(CNc2ccc3cc(S(=O)(=O)N4CCCCC4)ccc3n2)cc1 | 114.0 | 1.5
COc1ccc(CNC(=O)C2CCCN(c3ncnc4onc(-c5ccc(F)cc5)c34)C2)cc1 (stereo not given) | 105.0 | 0.6
Cc1[nH]c2ccccc2c1C(c1ccccc1)N1CCN(C)CC1 (stereo not given) | 104.0 | 0.3
CCOC(=O)c1c(N2C(=O)C3ON(c4ccccc4C)C(c4ccccc4)C3C2=O)sc(C)c1C (stereo not given) | 102.0 | 0.1
CC(C)Sc1nc2cc(S(=O)(=O)N3CCCCC3)ccc2o1 | 106.0 | 0.7
CCOc1ccc(CCNC(=O)c2cnc3c(-c4ccc(F)cc4)c(C)nn3c2C)cc1OCC | 111.0 | 0.5
CC(=O)NC(CC(C)C)C(=O)O (stereo not given) | 103.0 | 0.7

Next section:
SMILES | Polio RdRp inh | Polio RdRp inh FP z-score
O=C(O)c1cc(Cl)ccc1OCc1ccccc1 | 103.0 | 0.6
COc1ccc(CCN2C(=O)C3C4C=CC(O4)C3C2=O)cc1OC (stereo not given) | 101.0 | 0.2
CC(C)(C)c1ccc(C(=O)NC2(C(F)(F)F)C(=O)Nc3c2c(=O)[nH]c(=O)n3-c2ccccc2)cc1 (stereo not given) | 103.0 | -0.6
Cc1ccc(CNC(=O)Cn2c(-c3cccs3)cc3cc(Cl)ccc32)cc1 | 116.0 | 0.9
O=C(CCN1C(=O)C2CC=CCC2C1=O)N1CCN(c2ccccn2)CC1 (stereo not given) | 101.0 | -0.1
O=C(NCc1ccco1)C1=NN(c2ccccc2)C(=O)CC1 | 108.0 | 0.5
CC(C(=O)NCc1ccccc1)n1ccc2cc(S(=O)(=O)N3CCCC3)ccc21 (stereo not given) | 105.0 | -0.6
O=C(Nc1ccc(C(F)(F)F)cc1)c1cnc(N2CCN(c3ccccn3)CC2)c2ccccc12 | 106.0 | 1.3
CC(C)(C)OC(=O)Nc1cccc(C(=O)O)c1 | 106.0 | 0.5
CN1CCN(C(=O)c2ccc(C(=O)N3CCN(C)CC3)cc2)CC1 | 103.0 | 0.8
COC(=O)c1cc(N)cc(C(=O)OC)c1 | 109.0 | 0.3
Cn1c(=O)cc(OCC(=O)N2CCN(c3ccccc3)CC2)c2ccccc21 | 110.0 | 1.6
CC(=O)Nc1cc(C(=O)NCc2ccc(F)cc2Cl)ccc1Sc1ccc(Cl)cc1 | 115.0 | 1
Brc1cnc2nc(-c3ccccc3)[nH]c2c1 | 116.0 | 1.5
Cc1cccc(N2C(=O)CSC23C(=O)N(CC(=O)NCc2ccccc2Cl)c2ccccc23)c1 (stereo not given) | 103.0 | 0
COc1cc(NC(=O)CC2C(=O)N(c3cccc(C)c3)C(=O)N2Cc2ccco2)cc(OC)c1 (stereo not given) | 100.0 | -1.9
Cc1cc(C(=O)NN=C2CCCC2)c(C)n1-c1ccccc1 | 100.0 | -0.3
Cc1cccc(C)c1-n1ncc(C(=O)O)c1C1CCNCC1 | 98.0 | -1.5
CC(=O)Nc1ccc(S(=O)(=O)Nc2nc3ccccc3nc2Sc2nncn2C)cc1 | 99.0 | -0.3
Nc1cccc2c1C(=O)N(CC(=O)N1CCc3ccccc31)C2=O | 102.0 | -0.6
CC(C(=O)NC1(C#N)CCCCC1)N1CCNC(=O)C1 (stereo not given) | 105.0 | 0.3
O=C(CCS(=O)(=O)c1cccc2nsnc12)N1CCCCC1 | 100.0 | -0.1
Cc1ccnn1C(C)C(=O)O (stereo not given) | 99.0 | -1.4
CC1(C)OC(=O)N(CC2CCCO2)C1(C)O (stereo not given) | 99.0 | -0.9
O=C(O)CCN1CCN(C2CCCCC2)CC1 | 102.0 | 0.3
COCc1cnc(Nc2nc3ccccc3o2)nc1C(=O)OC | 98.0 | -1.1
CSC1=C(C#N)C2(CCCCC2)C2=C(CCC2)N1 | 96.0 | -0.7
O=C(N/N=C/c1ccc[nH]1)c1ccccc1O | 103.0 | 0.3
C[N+]1(CC(=O)OCCCC2CCCCC2)CCCCC1 | 103.0 | 0.3
Nc1nonc1-n1nnc(C(=O)N/N=C2\CCc3ccccc32)c1-c1ccccc1 | 100.0 | 0.2
O=c1c(O)c(-c2ccc3c(c2)OCO3)oc2ccccc12 | 102.0 | 0.5
CCN(C(=O)CSc1nc(-c2ccccc2)no1)c1cccc(C)c1 | 109.0 | 0.7

Given as labelled records: part of the list above
> CSC1=C(C#N)C2(CCCCC2)C2=C(CCC2)N1
  Polio RdRp inh: 96.0
  Polio RdRp inh FP z-score: -0.7
> O=C(N/N=C/c1ccc[nH]1)c1ccccc1O
  Polio RdRp inh: 103.0
  Polio RdRp inh FP z-score: 0.3
> C[N+]1(CC(=O)OCCCC2CCCCC2)CCCCC1
  Polio RdRp inh: 103.0
  Polio RdRp inh FP z-score: 0.3
> Nc1nonc1-n1nnc(C(=O)N/N=C2\CCc3ccccc32)c1-c1ccccc1
  Polio RdRp inh: 100.0
  Polio RdRp inh FP z-score: 0.2

Next part
SMILES | Polio RdRp inh | Polio RdRp inh FP z-score
Cc1cc(C)c(NC(=O)c2[nH]c3c(c2C)C(=O)CCC3)c(C)c1 | 95.0 | -1.3
Cc1cc(-c2ccccc2)nc2cc(C(=O)Nc3cc(C(F)(F)F)ccc3Cl)nn12 | 104.0 | 0.1
COc1ccc(-c2cc3nc4c(c(N5CC(C)CC(C)C5)n3n2)CCC4)cc1 (stereo not given) | 102.0 | 0.3
Cc1oc2ncn(CC(C)C)c(=O)c2c1C(=O)N=C1NC(=O)CS1 | 102.0 | 0
CCOC(=O)C1=C(NC(=O)c2cccc(F)c2)Nc2ccccc2N=C1 | 103.0 | -0.3
CN(C)S(=O)(=O)c1cccc(-c2nnc(SCc3cc(Cl)cc4c3OCOC4)n2N)c1 | 80.0* | -2.7*
NS(=O)(=O)c1ccc(NC2SC(=O)N(c3ccccc3)C2=O)cc1 (stereo not given) | 101.0 | 0.3
S=C(Nc1cccnc1)Nc1ccccc1N1CCCCC1 | 100.0 | -0.2
O=C(Cn1c(=O)n(Cc2ccccc2)c(=O)c2ccccc21)NCCC1=CCCCC1 | 101.0 | -0.2
CC1CCN(C(=O)c2ccc(C(C)(C)C)cc2)CC1 | 98.0 | -0.2
CCOc1ccc(CC(=O)NCCS(=O)(=O)N2CCN(c3ccccc3OC)CC2)cc1 | 101.0 | -1.3
Cc1ccc(SC(=O)c2c(C)noc2-c2cc(C)on2)cc1 | 95.0 | -2.2
COc1ccc(Nc2nc(-c3cccc(Cl)c3)c3c(n2)-c2ccccc2OC3)cc1 | 112.0 | 0.2
C=C1C2C[C@@]3(C4CC5C6(C3C[C@@H]2O)[C@@H](O)CC[C@@]5(C)CN(CC)[C@H]46)[C@@H]1O (stereo not given in full) | 100.0 | 0
CCN(CC)c1nc2ccccc2nc1C(=O)Nc1cccc(C(C)=O)c1 | 110.0 | 0.7
O=C(OCC(=O)N1CCCCC1)c1cnc(Cl)c(Cl)c1 | 100.0 | -0.6

Complete entries, quoted from the list:
Profile of CCN(CC)c1nc2ccccc2nc1C(=O)Nc1cccc(C(C)=O)c1 → Polio RdRp inh: 110.0; Polio RdRp inh FP z-score: 0.7
Profile of COc1ccc(Nc2nc(-c3cccc(Cl)c3)c3c(n2)-c2ccccc2OC3)cc1 → Polio RdRp inh: 112.0; Polio RdRp inh FP z-score: 0.2

Next section:
SMILES | Polio RdRp inh | Polio RdRp inh FP z-score
CCN(CC)C(=O)c1sc(NC(=S)N2CCN(Cc3cnn(CC)c3C)CC2)c(C(=O)OC)c1C | 103.0 | 1.4
C#CCn1c(O)c(N=NC(=O)Cn2nnc(-c3ccccc3)n2)c2cc(Br)ccc21 | 99.0 | -1.1
CC(C)c1ccc(OCC(=O)c2ccc(O)cc2O)cc1 | 102.0 | -0.1
CCOC(=O)c1c(C)oc2ccc(OC(=O)Nc3ccc(Cl)cc3)cc12 | 98.0 | -0.2
O=C(CSc1nnnn1-c1ccccc1)n1c2ccccc2c2ccccc21 | 100.0 | 0
CSC(=S)Nc1ccc(C)cc1 | 100.0 | 0.1
O=C(NCc1ccccc1)c1cccnc1NC1CCCCC1 | 99.0 | -1
COc1cc(Cl)c(C)cc1NC(=O)Cn1cc(S(=O)(=O)N2CCN(c3ccccc3F)CC2)c2ccccc2c1=O | 112.0 | 1.1
CC[N+](C)(C)c1cccc(O)c1 | 99.0&100.0 | -0.2&0.1
Cn1c(N)c(C(=O)COC(=O)CC2CC3CCC2C3)c(=O)n(C)c1=O (stereo not given) | 100.0 | -0.3
COc1cccc(C2NCCc3ccccc32)c1 (stereo not given) | 102.0 | -0.1
